MEKK2 WT-MEK5: raises or lowers MEK5 binding to wildtype human MEKK2 PB1 domain; 290,000 tested, 1.1% active; Q9Y2U5; binding response (% of control), % at 10 µM; bead flow cytometry, Alexa488-MEK5 binding to MEKK2 WT; actives lie on both sides; AID 1531; in the data active = binding response below about 67% or above about 130%
M18AAP inhibitor: blocks P. falciparum M18 aspartyl aminopeptidase | recombinant PfM18AAP, H-Glu-NHMec fluorogenic cleavage | inhibition, % at 7.35 µM | AID 1822 | 290,000 tested, 1.2% active;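 active = inhibition above the campaign mean inhibition over all tested compounds plus 3 SD, cut at about 28% in these data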;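 also: 0% = plate median of test compound wells and 100% = 2 mM ZnCl2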
MEKK2 mut-MEK5: signal of MEK5 binding to mutant human MEKK2 PB1 domain | percent response, % at 10 µM | bead flow cytometry, Alexa488-MEK5 binding to MEKK2 mutant | 290,000 tested, 0.35% active; in the data active = percent response above about 24%, passing the limit was not always enough; also: inactives centre near 1; some results filed as inactive read as strong as hits; reference of the scale not given here
p-CIP stab down: p/CIP protein destabilization | Q05BA5 | F442A p/CIP-EGFP cells, EGFP fluorescence, 16 h | decrease of EGFP signal, % at 10 µM | 290,000 tested, 0.01% active | AID 1984;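 active = EGFP signal decrease of at least 30% at 10 µM or well 3 SD below plate mean, unless failing retest; inactive = the rest, including hits failing retest or dose response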; also: some compounds called inactive have numbers as strong as hits; many of its hits are not listed in these tables
IDE inh: inhibitors of human insulin-degrading enzyme in cells | HEK cells, FAbetaB cleavage, fluorescence polarization | 320,000 tested, 0.41% active | inhibition, % at 5.59 µM | P14735;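 active = percent inhibition above the average of all tested compounds plus 3 SD, set per screening campaign, cut at about 16% in these data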;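 also: IDE supplied by intact live HEK cells; FP after avidin binding of uncleaved biotin substrate so inhibition keeps polarization high; 0% = DMSO wells and 100% = 60 µM reference IDE inhibitor Ii1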
MEKK3 PB1 HTS: raises or lowers MEK5 binding to the human MEKK3 PB1 domain; binding response (% of control), % at 10 µM; Q99759; bead-based flow cytometry, Alexa488-MEK5 binding to MEKK3; actives lie on both sides; 0 = blocked by unlabeled MEK5, 100 = vehicle; AID 1529; 290,000 tested, 1.4% active;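 active = binding response more than 3 SD above or below the average of its plate-row segment, actives on both sides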;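 also: Alexa488 bead fluorescence after subtracting the streptavidin-only scavenger bead signal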
Target sequence (Q99759 whole entry, looked up, the tested form may be a part): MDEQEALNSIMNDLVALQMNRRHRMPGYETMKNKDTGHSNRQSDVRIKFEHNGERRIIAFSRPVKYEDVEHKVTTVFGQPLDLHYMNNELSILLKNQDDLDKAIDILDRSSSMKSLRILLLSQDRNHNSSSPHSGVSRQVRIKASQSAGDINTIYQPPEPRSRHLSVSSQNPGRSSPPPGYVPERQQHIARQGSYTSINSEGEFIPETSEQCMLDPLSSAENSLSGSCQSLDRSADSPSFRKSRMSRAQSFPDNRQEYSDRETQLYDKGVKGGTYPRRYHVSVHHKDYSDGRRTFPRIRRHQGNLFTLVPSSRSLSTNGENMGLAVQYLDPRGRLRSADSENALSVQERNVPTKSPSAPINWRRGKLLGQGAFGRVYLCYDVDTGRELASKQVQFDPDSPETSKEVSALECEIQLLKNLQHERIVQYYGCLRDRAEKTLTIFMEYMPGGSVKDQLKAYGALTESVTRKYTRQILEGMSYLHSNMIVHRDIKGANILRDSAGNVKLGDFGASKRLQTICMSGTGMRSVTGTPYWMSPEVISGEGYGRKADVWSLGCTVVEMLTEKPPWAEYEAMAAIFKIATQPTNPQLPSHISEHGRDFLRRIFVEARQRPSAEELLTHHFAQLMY
UBC9 SUMO inh: inhibitors of human SUMOylation (UBC9) | P63279 | HTRF SUMOylation assay, SAE1/SAE2 + UBC9, in vitro | inhibition, % at 35 µM | 290,000 tested, 0.36% active; in the data active = inhibition above about 50%, passing the limit was not always enough; also: strong numbers were not always called active
Target sequence (P63279 whole entry, looked up): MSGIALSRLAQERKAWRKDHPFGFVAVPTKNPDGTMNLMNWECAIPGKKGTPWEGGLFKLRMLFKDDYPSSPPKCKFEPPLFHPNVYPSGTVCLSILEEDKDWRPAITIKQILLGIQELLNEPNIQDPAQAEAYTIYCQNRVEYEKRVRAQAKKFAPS
IDE cell activ: boosts human insulin-degrading enzyme activity in HEK cells. P14735. FAbeta-B cleavage, fluorescence polarization; 0% vehicle, 100% cell-free pure enzyme wells. activation, % at 5.96 µM. 340,000 tested, 0.073% active;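 active = activation above the mean of all tested compounds plus 3 SD, set per screening campaign, cut at about 17% in these data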
NALP1 yeast inh: blocks the NALP1 inflammasome reconstituted in yeast; S. cerevisiae NALP1/ASC/caspase-1 growth, X-gal OD620, 72 h; inhibition, % at 10 µM; 280,000 tested, 0.61% active; in the data active = inhibition mostly above about 24%, no sharp cut-off; inactive = mostly below about 32%; also: some compounds called inactive have numbers as strong as hits
* marks the source's active call; other numbers are inactive results; . = no result given; [ ] = remark or other dose.

SMILES	MEKK2 WT-MEK5	M18AAP inhibitor	MEKK2 mut-MEK5	p-CIP stab down	IDE inh	MEKK3 PB1 HTS	UBC9 SUMO inh	IDE cell activ	NALP1 yeast inh
O=C(COC(=O)c1ccccc1[N+](=O)[O-])NNC(=O)c1cccs1	107	-1	9	-5	3	106	0	-2	0
CCn1cc(C(=O)O)c(=O)c2cnc(N3CCN(C(=S)NC(=O)c4ccc(Cl)cc4)CC3)nc21	99	0	-3	-7	7	101	17	.	.
Oc1ccccc1C1=Nc2ncnn2C(c2ccc(F)cc2)C1 (stereo unspecified)	101	.	-1	5	-2	100	-2	-1	12
O=C(Nc1ccc2c(c1)OCO2)c1sc2cc(Cl)ccc2c1Cl	19*	-8	9	3	1	98	12	5	25
Cn1cnnc1SCC(=O)NCCc1ccc(Cl)cc1Cl	92	-8	-6	22	0	89	8	-1	-12
O=C(CN1CCN(c2ccc(F)cc2)CC1)c1ccc(O)cc1O	98	18	-3	4	2	99	-2	4	18
CC(C)Cn1c(=S)[nH]c2ccccc2c1=O	96	-2	-4	5	2	106	9	1	3
Cc1nc(SCC(=O)NCC(F)(F)F)c2c(-c3cccs3)csc2n1	104	-1	0	-17	-1	128*	-44	2	31
O=C(Nc1cccc(Cl)c1)OCc1ccccn1	95	-5	-3	-4	-12	99	-44	7	-5
Cc1cnc(CN(C)C(=O)CC2C(=O)NCCN2CCCc2ccccc2)[nH]1 (stereo unspecified)	102	-1	2	-9	0	95	9	0	9
Cc1cc(C)n2nc(CCc3ccccc3)nc2n1	101	7	-1	-3	1	102	-15	7	6
COC(=O)C1=C(C)N(CCCC(=O)O)C(=O)NC1c1cccc(Cl)c1Cl (stereo unspecified)	108	.	8	.	4	104	.	1	.
CCCCS(=O)CC(O)COCC (stereo unspecified)	104	0	-1	6	-9	101	-4	-6	32
CCOCc1nnc(NC(=O)c2c(OC)cccc2OC)s1	137*	-1	15	-17	-1	115	-1	4	-11
O=c1c(Cl)c(N2CCNCC2)cnn1C12CC3CC(CC(C3)C1)C2	95	3	-11	10	-2	102	11	3	16
CN1C(=O)[C@H]2[C@@H](/C=C/c3ccccc3)N3C(=O)CN(CC4CC4)C(=O)[C@@]3(C)[C@H]2C1=O	97	0	7	11	-3	99	-2	-1	14
C/C(CC(=O)Nc1cccnc1)=N\NC(=O)C(C)Oc1ccc(Cl)cc1Cl (stereo unspecified)	95	-11	-22	1	1	88	6	2	20
COC(=O)[C@@]1(Cc2ccccc2)[C@H]2c3cc(C(=O)N4CCCC4)n(CCSCCO)c3C[C@H]2CN1C(=O)c1ccccc1	94	-1	-4	-3	-2	100	-8	.	24
COc1ccc(Cl)cc1/C=C/c1ccc2cccc(O)c2n1	99	-8	2	6	7	99	9	1	-4
Cn1c(=O)c2c(nc(NC3CCCCC3)n2CC(=O)C23CC4CC(CC(C4)C2)C3)n(C)c1=O	99	-5	2	-28	4	103	2	8	-5
Cc1nc2cc(C(=O)NCc3cccnc3)ccc2n1-c1ccc(F)cc1F	99	-1	-4	-5	0	100	10	0	-11
N#Cc1c(C(F)(F)F)cc(-c2ccc(Cl)c(Cl)c2)nc1SCCN1CCOCC1	115	4	9	-8	-1	109	7	9	5
O=C1c2ccccc2C(=O)N1Cc1nc2ccccc2c(=O)n1CCN1CCOCC1	95	-11	1	.	0	97	.	3	.
CN1C(=S)SC(N2OC3C(=O)N(c4ccccc4)C(=O)C3C2c2ccc(Cl)cc2)C1(C)C (stereo unspecified)	106	-11	9	-3	-3	100	-2	1	2
CCCc1nnc(NC(=O)c2nc(S(=O)(=O)Cc3ccc(C)cc3)ncc2Cl)s1	95	-14	0	-22	11	96	10	-3	5
COc1ccc(NC(=O)Nc2ccc3c(c2)CCC3)c(OC)c1	91	3	-11	-2	7	91	16	1	-1
CCN(CC)C(=O)/C(=C\c1ccc(Br)cc1)NC(=O)c1ccccc1OC	97	0	-1	-10	-5	101	24	4	8
Cn1nnnc1SCC(=O)NC1CCCc2ccccc21 (stereo unspecified)	89	0	-23	4	-5	102	1	3	-2
O=C(O)CSCC(=O)Nc1ccc(Cl)cc1C(F)(F)F	105	1	3	-9	3	101	14	7	-7
Cn1ncc(Cl)c1C(=O)NC1C2CC3CC(C2)CC1C3 (stereo unspecified)	121	9	0	12	4	124	-10	1	1
CCOC(=O)C1=C(CC)OC(N)=C(C#N)C1c1ccc(OC)cc1OC (stereo unspecified)	99	-6	0	10	0	101	-6	-3	16
COc1ccc(/C=C(/NC(=O)c2ccco2)C(=O)N2CCCCCC2)cc1OC	105	-1	9	0	5	102	7	5	5
O=C(O)C1OC(Oc2c(-c3ccc(O)c(O)c3)oc3cc(O)cc(O)c3c2=O)C(O)C(O)C1O (stereo unspecified)	99	65*	-4	5	5	96	17	.	12
O=C(Nc1ccc(N2CCCCC2)cc1)c1cncc(Br)c1	38*[inhibitor]	1	1	-16	1	99	-12	1	-9
CN(CCc1ccccn1)C(=S)Nc1ccc(Cl)cc1Cl	102	-2	-5	-3	10	112	-5	-2	-17
CCOc1ccc(S(=O)(=O)N2CCN(c3ccc(C)cc3C)CC2)cc1	107	3	8	5	1	113	-14	4	30
Cc1cc2ccccc2nc1SCC(=O)NC1CCCC1	84	-5	-12	-10	-1	97	1	.	-3
O=C(NCc1ccccc1)c1ccc(NC(=O)c2ccco2)cc1	99	-4	0	4	6	101	1	2	10
O=C1C=C(c2cc3ccccc3s2)CCC1	104	.	3	.	-1	105	.	2	.
COC(=O)COc1ccccc1C(=O)Nc1ccc(OC)cc1	108	-8	-1	-8	-3	108	-5	2	38

Ordered by the number under MEKK2 WT-MEK5 (highest first): four from the list above
SMILES | MEKK2 WT-MEK5 | M18AAP inhibitor | MEKK2 mut-MEK5 | p-CIP stab down | IDE inh | MEKK3 PB1 HTS | UBC9 SUMO inh | IDE cell activ | NALP1 yeast inh
Cn1ncc(Cl)c1C(=O)NC1C2CC3CC(C2)CC1C3 (stereo unspecified) | 121 | 9 | 0 | 12 | 4 | 124 | -10 | 1 | 1
CCOc1ccc(S(=O)(=O)N2CCN(c3ccc(C)cc3C)CC2)cc1 | 107 | 3 | 8 | 5 | 1 | 113 | -14 | 4 | 30
O=C(O)CSCC(=O)Nc1ccc(Cl)cc1C(F)(F)F | 105 | 1 | 3 | -9 | 3 | 101 | 14 | 7 | -7
CCCc1nnc(NC(=O)c2nc(S(=O)(=O)Cc3ccc(C)cc3)ncc2Cl)s1 | 95 | -14 | 0 | -22 | 11 | 96 | 10 | -3 | 5

(next part)
SMILES	MEKK2 WT-MEK5	M18AAP inhibitor	MEKK2 mut-MEK5	p-CIP stab down	IDE inh	MEKK3 PB1 HTS	UBC9 SUMO inh	IDE cell activ	NALP1 yeast inh
CCCCC(=O)Nc1ccc(NC(=O)c2cnccn2)cn1	93	8	-5	0	-2	95	9	6	3
COc1ccc(OC)c(/C=N/NC(=O)CC(=O)NCc2ccccc2)c1	98	2	-10	-7	12	108	29	-6	1
COc1cc(/C=N/NC(=O)c2csc3c2CCCC3)cc(OC)c1O	100	18	-1	2	5	100	-4	-4	0
COc1ccc(NC(=O)NC(C)(C(F)(F)F)C(F)(F)F)cc1	104	3	6	-5	6	105	-18	-2	-2
Cc1ccccc1OCCC(=O)Nc1cc(S(=O)(=O)N2CCOCC2)ccc1OC(C)C	103	-3	6	-9	9	99	1	-4	11
COC(=O)COc1cccc2c(=O)n(CC(=O)NCc3ccc(F)cc3)ccc12	99	3	8	-5	-1	109	4	4	6
O=C(N/N=C/c1ccc(Cl)cc1)c1nc2ccc([N+](=O)[O-])cc2c(=O)[nH]1	99	3	0	4	0	101	.	-4	-37
CCC(C)NC(=O)C(Cc1ccccc1)NS(=O)(=O)c1ccc2c(c1)CCC(=O)N2 (stereo unspecified)	101	1	0	-4	-4	99	3	10	8
Cc1ccccc1C(=O)Nc1ccc2nc3n(c(=O)c2c1)CCCC3	110	2	12	-6	1	106	10	-1	9
CC(C)c1ccc(C(=O)NN2CCOCC2)cc1	104	2	5	-22	0	102	-4	0	7
CS(=O)(=O)c1ccc(N2CCN(C3CC(=O)NC3=O)CC2)cc1 (stereo unspecified)	106	6	6	-5	1	109	2	7	25
COc1ccc(/C(C)=N/Nc2cccc(C(=O)O)c2)cc1OC	98	13	-2	8	3	101	16	-2	-8
O=C(/C=C/Nc1ccc(F)c(F)c1)c1cccs1	95	-5	11	-81	1	100	9	-1	44
Cc1cn(CC(=O)c2ccccc2)c2ccccc12	104	-10	4	-8	-5	106	3	-1	16
O=C(c1cccc(N2C(=O)C3C4C=CC(C4)C3C2=O)c1)N1CCN(c2ccccc2Cl)CC1 (stereo unspecified)	96	-8	3	-6	12	102	10	-8	15
Cc1c(Cl)c([N+](=O)[O-])nn1CCCC(=O)N1CCN(c2ccccc2)CC1	99	2	1	1	3	97	5	3	16
COc1ccc(C2c3c(ncn(CCCN4CCOCC4)c3=N)Oc3ccc4ccccc4c32)cc1OC (stereo unspecified)	130	-7	17	2	-3	108	2	4	20
O=C(NCc1ccccn1)c1ccc(OC2CCN(Cc3ccccc3)CC2)cc1	113	-12	6	5	-2	104	14	6	21
CCCCn1c(N)c(N(CC)C(=O)C(c2ccccc2)c2ccccc2)c(=O)[nH]c1=O	100	2	64*	-14	8	82	-6	2	0
Cc1ccc(C(=S)N2CCN(Cc3ccccc3)CC2)cc1	99	52*	-1	-9	10	95	-5	-5	5
COc1ccc(N2C(=O)CC2(/C=C/c2ccccc2OC)C(=O)NC2CCCC2)cc1 (stereo unspecified)	104	-2	-2	3	0	99	-11	2	10
CC1CC=C2C(C#N)=C(N)C(C#N)(C#N)C(c3cccs3)C2C1 (stereo unspecified)	.	10	.	-20	4	.	3	-8	-4
Cc1cc(C(=O)NCc2ccccc2F)c2ccccc2n1	99	1	0	-2	0	102	13	2	17
Cc1ccc(N(NC(=O)C(C)(C)O)C(=O)c2ccccc2)cc1C	105	-3	-4	-2	-1	90	-6	-3	-13
Cc1cccc(NC(=O)C2CCN(S(=O)(=O)c3ccc4c(c3)NC(=O)CO4)CC2)c1C	95	-6	-2	0	-3	97	10	4	-4
COc1ccc(S(=O)(=O)Nc2cc(C)on2)cc1OC	98	-3	3	2	-1	102	-17	5	-2
O=C(CNC(=O)c1ccc2ccccc2c1)NCc1ccc(F)cc1	99	-2	-1	-10	12	102	10	-7	18
C=CCn1c(=O)c2c(nc(-c3ccc(S(=O)(=O)O)cc3)n2C)n(C)c1=O	98	.	1	.	1	93	.	2	.
CC(=O)Nc1ccc(-c2nc3c(C)cccc3[nH]2)cc1	3.0*[inhibitor]	-10	-14	-6	2	3.0*[inhibitor]	17	2	31
Cn1c(=O)n(CC(=O)Nc2ccccc2)c2ccccc21	101	-2	3	-6	7	104	16	2	7
CC(C)Oc1ccc(CNC(=O)CCC(=O)N2CC(C)Sc3ccccc32)cc1 (stereo unspecified)	107	13	3	-21	3	104	-6	1	13
COc1ccc(NC(=O)c2ccccc2-c2ccccc2C(=O)O)cc1	105	-9	5	-7	1	107	30	1	15
Cc1ccc2c(c1)c1c(n2CC(O)CN2CCCCCC2)CCCC1 (stereo unspecified)	123	4	14	5	3	106	-2	6	12
CCOC(=O)C1CCN(C(=O)CSc2cc(=O)n(C)c3ccccc23)CC1	100	-30	1	6	8	99	25	0	0
CNC(=O)c1ccc(C)c(NC(=O)C2=C(C)OCCS2)c1	106	-5	3	-4	2	105	5	-1	20
Cc1ccc2c3c1C(=O)C(=O)N3C(C)(C)CC2C (stereo unspecified)	102	12	5	-7	-1	103	9	2	3
O=C(CCc1ccc(S(=O)(=O)N2CCOCC2)cc1)N/N=C/c1cccc(O)c1	110	0	-1	-5	8	108	4	-1	42
COc1ccc(N2CCN(c3cc(C)c4ccccc4n3)CC2)cc1	95	-4	-5	-4	5	100	-5	6	-1
O=C(Nc1ccccc1Cl)c1sccc1-c1ccccc1	102	4	2	0	1	100	-12	4	20

Compound activity deposited in PubChem BioAssay by several laboratories.

Not all compounds are listed; rates above refer to the full screens.
